D2 potentiator: positively modulates the human D2 dopamine receptor allosterically; P14416; HEK293 T-REx D2, calcium flux, EC20 dopamine potentiation; potentiation, % at 10 µM; 340,000 tested, 0.34% active;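 active = potentiation over 3 SD above the plate norm, cut at about 30% in these data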; also: 0% is about no effect
Target sequence (P14416 whole entry, looked up): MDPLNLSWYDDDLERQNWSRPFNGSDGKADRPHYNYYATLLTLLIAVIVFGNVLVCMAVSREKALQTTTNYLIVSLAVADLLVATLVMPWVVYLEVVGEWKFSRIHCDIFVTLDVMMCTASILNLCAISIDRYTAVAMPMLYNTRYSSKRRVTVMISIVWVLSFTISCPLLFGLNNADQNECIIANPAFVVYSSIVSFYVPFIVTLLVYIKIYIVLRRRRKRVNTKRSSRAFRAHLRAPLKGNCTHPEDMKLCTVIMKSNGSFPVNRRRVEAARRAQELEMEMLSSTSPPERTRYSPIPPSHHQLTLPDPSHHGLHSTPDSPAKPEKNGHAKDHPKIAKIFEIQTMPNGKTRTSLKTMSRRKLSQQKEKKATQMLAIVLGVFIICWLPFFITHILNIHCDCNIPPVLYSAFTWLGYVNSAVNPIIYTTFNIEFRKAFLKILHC
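Primary screen. Calcium kinetics in induced HEK293 T-REx D2 cells: compound pre-addition 180 s, EC20 dopamine, 180 s more.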
D1 agonist: activates the human D1 dopamine receptor; P21728; activation, % at 2 µM; AID 504660; 360,000 tested, 1% active; HEK293 T-REx D1 cells, calcium flux, agonist mode; in the data active = activation above about 30%; also: 0% is about no effect
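Agonism was scored from calcium flux recorded over 180 s (1 read/s) after pintool compound addition, following a 10-cycle baseline. Cells were inducible force-coupled HEK293 TREx D1, plated overnight at 30 C and loaded with no-wash calcium dye.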
D1 antag: human D1 dopamine receptor antagonism; activity change, negative = inhibition, % at 10 µM; P21728; HEK293 TREx D1 cells, calcium flux, dopamine EC80; stronger effect = lower value; 360,000 tested, 3.2% active; AID 504652; in the data active = activity change below about -30%; also: % is scaled to controls: 0 for no effect and ±100 for the full control effect
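Allosteric or orthosteric antagonism assessed as attenuation of the calcium response to EC80 dopamine, added 180 s after compound, in induced HEK293 Trex D1 cells loaded with no-wash calcium dye.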
Vif-APOBEC3G blk: Vif-A3G binding inhibition. Q9HC16. HeLa A3G-eYFP + Vif (tagged APOBEC3G with the HIV-1 protein that degrades it), YFP fluorescence, overnight. Potency, µM (highest dose often 46.1 µM), for inactives: top-dose activity, negative = active, hits mostly inhibitors. 410,000 tested, 0.076% active;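 also: potency is read from the fitted curve at half-maximal effect; % is scaled to controls: 0 for no effect and ±100 for the full control effect; nearly all actives have a fitted effect of over 60% in size; hits raise eYFP signal because A3G escapes Vif-driven loss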
Target sequence (Q9HC16 whole entry, looked up): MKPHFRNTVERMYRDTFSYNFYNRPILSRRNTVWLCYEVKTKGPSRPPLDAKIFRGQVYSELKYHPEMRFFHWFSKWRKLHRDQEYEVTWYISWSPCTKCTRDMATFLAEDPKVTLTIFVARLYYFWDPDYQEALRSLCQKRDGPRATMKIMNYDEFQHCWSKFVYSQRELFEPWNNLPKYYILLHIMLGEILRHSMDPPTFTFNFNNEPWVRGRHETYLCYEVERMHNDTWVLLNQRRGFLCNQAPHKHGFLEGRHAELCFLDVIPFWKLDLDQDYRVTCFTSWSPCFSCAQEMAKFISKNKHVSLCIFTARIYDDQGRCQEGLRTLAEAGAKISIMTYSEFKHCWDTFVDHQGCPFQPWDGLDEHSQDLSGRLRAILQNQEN
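HeLa cells stably expressing Vif and C-terminally eYFP-tagged A3G, seeded overnight at 37 deg C, then exposed to compound by pintool overnight at 37 deg C. Rise in yellow fluorescence (Ex 488/Em 500-530, Acumen) marks blocked Vif-driven A3G degradation.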
RXFP1 ag: activates the human relaxin receptor RXFP1; AID 2676; HEK293T-RXFP1 cAMP TR-FRET, 30 min; response scale: percent of porcine relaxin response, buffer zero; Q9HBX9; Potency, µM (doses to about 57.5 µM), for inactives: top-dose activation, most hits filed as activators; 370,000 tested, 0.3% active; also: potency is read from the fitted curve at half-maximal effect; % is scaled to controls: 0 for no effect and ±100 for the full control effect; nearly all actives have a fitted effect of over 60% in size; many of its hits are not listed in these tables
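Agonist response is measured as cAMP accumulation in an RXFP1-transfected HEK293T line under PDE4 inhibition. Values are scaled between buffer-only and 29 nM porcine relaxin, and EC50s come from standard Hill equation fits.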
D1 potentiator: potentiators of human D1 dopamine receptor; P21728; HEK293 TREx D1 cells, calcium flux, dopamine EC20 potentiation; potentiation, % at 10 µM; 360,000 tested, 0.036% active; in the data active = potentiation above about 30%; also: 0% is about no effect
Vif-APOBEC3F blk: blocks the Vif interaction with APOBEC3F; Potency, µM (series often up to 46.1 µM), inactives show top-dose activity, negative = active; HeLa A3F-eYFP + Vif (tagged APOBEC3F with the HIV-1 protein that degrades it), YFP fluorescence increase; 390,000 tested, 0.2% active; also: potency is read from the fitted curve at half-maximal effect; % of control where 0% means no effect; nearly all actives have a fitted effect of over 65% in size
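HeLa cells stably expressing A3F-eYFP plus Vif, plated and incubated overnight at 37 deg C, then exposed to compounds overnight at 37 deg C. Blocked degradation read as raised yellow fluorescence (Ex 488/Em 500-530).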
Glioma ERSR ind: induces the endoplasmic reticulum stress response in human glioma cells. U87-MG GRP78 promoter luciferase reporter, 16 h. Potency, µM, inactives show at the highest dose activation, actives largely listed as activators. 420,000 tested, 0.02% active. AID 602332; also: potency is read from the fitted curve at half-maximal effect; series mostly up to about 76 µM; % of control where 0% means no effect; nearly all actives have a fitted effect of over 35% in size
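Stably transfected U87-MG glioma cells carrying a GRP78-based luciferase sensor; 16 h compound incubation. Luminescence end-point read 10 min after Bright-Glo addition at room temperature.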
LDHA block: inhibitors of human lactate dehydrogenase A; P00338; purified LDHA, NADH/diaphorase-resazurin fluorescence; stronger effect = lower value; activity change, % (values are at about 110 or 230 µM); 480,000 tested, 0.15% active; in the data active = activity change below about -30%; inconclusive = mostly about -25% to -30%;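 also: plate controls were DMSO wells for no effect and wells without enzyme for full effect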
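Enzyme activity of human lactate dehydrogenase 5 (2 nM; 0.06 mM NADH, 0.2 mM pyruvate, 5 min, RT) is measured via a resazurin/diaphorase fluorescence readout of residual NADH.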
Active calls of the source: *; ? = inconclusive; / = not tested or not shown; & = joins results of further samples. Unless noted, calls follow the shape of the dose curve; as a rule, active = well fitted curve in the direction sought with a large enough effect; inconclusive = small, poorly fitted or top-dose-only effect, or another doubt; inactive = no such curve, though single readings can be large; an effect the other way counts as inactive or inconclusive. The list is partial; rates above refer to the full screens.

SMILES	D2 potentiator	D1 agonist	D1 antag	Vif-APOBEC3G blk	RXFP1 ag	D1 potentiator	Vif-APOBEC3F blk	Glioma ERSR ind	LDHA block
COc1cc(Cl)c(C)cc1NC(=O)COC(=O)c1cc(SC)ccc1Cl	-2	2	8	4%	3.8%	3	-6%	-1%	-2
CC1CC(C)CN(S(=O)(=O)c2ccc(F)c(C(=O)Nc3ccc(Cl)cc3F)c2)C1 (configuration not stated)	-2	3	1	1%	0.1%	1	-7%	-3%	-10
O=C(CSc1nc2ccccc2s1)N1c2ccccc2Sc2ccc(Cl)cc21	-3	2	-49*	2%	1.8%	-10	-3%	-3%	-7
CCC(Oc1ccccc1C)C(=O)Nc1ccc(S(=O)(=O)Nc2cc(C)on2)cc1 (configuration not stated)	10	2	-4	-1%	-0.2%	-5	8%	-4%	-6
Cn1c(CNC(=O)CCNC(=O)c2ccc(Br)cc2)cc(=O)n(C)c1=O	5	3	0	-2%	-2.1%	7	-4%	-3%	-4
CCCc1nnc(NC(=O)C2CCN(C(=O)C3CC(=O)N(c4ccc(C)cc4)C3)CC2)s1 (configuration not stated)	1	0	-4	-2%	0.6%	-2	0%	0%	-5
COc1cc2c(cc1OC)C(C(=O)NCCN(C)C)C(c1cccs1)N(C)C2=O (configuration not stated)	/	2	-12	1%	2.3%	-3	2%	-2%	-3
Cc1c(C(=O)Nc2ccccc2)sc2nc(-c3cc4cc(Cl)ccc4oc3=O)[nH]c(=O)c12	-5	-2	-6	4%	?	1	2%	-2%	0
O=C(O)CC/C(=N/Nc1ccc([N+](=O)[O-])cc1)C(=O)O	0	5	-7	2%	-1.5%	-7	4%	-3%	-4
CCc1ccc(NC(=O)c2cc(-c3ccco3)on2)cc1	53*	2	-21	1%	0.4%	-3	0%	5%	-7
Cc1ccc(CNCc2cccnc2)s1	-3	1	1	8%	-0.7%	-4	-5%	-2%	2
O=C(Nc1ccc(/C=C/c2nc3ccccc3o2)cc1)c1ccc(F)cc1	-1	5	-2	-5%	2.1%	-3	-2%	8%	-5
CCCCN1CCc2[nH]c(=S)[nH]c(=O)c2C1	10	1	9	2%	2.7%	2	3%	-4%	4
CC[C@]12c3[nH]c4ccc(Cl)cc4c3CCN1C(=O)[C@@H](CC(=O)NCCc1ccccn1)C[C@@H]2C(=O)N1CCN(C(=O)c2ccco2)CC1	/	/	/	-4%	/	/	-1%	1%	0
CCCn1c(SCC(=O)N2CCCC(C)C2)nnc1-c1cccnc1 (configuration not stated)	3	4	12	-1%	0.5%	-4	1%	-3%	-8
COc1ccc(C)cc1S(=O)(=O)Nc1cccc(-c2cn3cccnc3n2)c1	22	1	-4	-6%	6.0%	-3	-6%	2%	1
Cc1ccc(CCSc2ccc(C(C)C)cc2)cn1	1	6	-18	0%	-0.7%	0	-15%	7%	4
CC1CC(C)CN(S(=O)(=O)N2CCCC(C(=O)NC3CCCCC3)C2)C1 (configuration not stated)	-5	1	1	0%	-0.1%	2	1%	-4%	-6
CC(=O)Nc1sc(/C(C#N)=C/c2ccc(Cl)c(Cl)c2)nc1-c1ccc(C)cc1	17	283*	-49*	?	18%	-10	?	-2%	-1
CCOC(=O)N1CCC(NCCNC(=O)c2ccc(F)cc2)CC1	-25	2	-22	-4%	-0.6%	-2	-2%	-3%	0
O=C(CSc1nnc(NC(=O)c2cccc(F)c2)s1)NC1CC1	-19	3	-10	-1%	-2.5%	0	10%	2%	-9
O=C(Nn1cnnc1)c1cc2cc(Br)ccc2oc1=O	-4	2	25	2%	1.3%	2	-12%	-4%	-7
N#Cc1ccccc1S(=O)(=O)N1CCN(c2nc(-c3ccccc3)nc3ccccc23)CC1	/	/	/	-2%&2%	/	/	2%	1%&-2%	-3&1
O=C(NN=C1c2ccccc2-c2ccccc21)c1cccc(Br)c1	-7	1	12	-4%	-0.3%	0	0%	0%	-12
COc1ccc2nc(NC(=O)C3CCCN3S(=O)(=O)c3ccc(C)cc3)sc2c1 (configuration not stated)	-1	2	0	-2%	-0.9%	-5	4%	-1%	0

(cont.)
SMILES	D2 potentiator	D1 agonist	D1 antag	Vif-APOBEC3G blk	RXFP1 ag	D1 potentiator	Vif-APOBEC3F blk	Glioma ERSR ind	LDHA block
COc1ccccc1CCC(=O)N1CCC(n2nccc2NC(=O)C2CCOC2)CC1 (configuration not stated)	-2	1	-8	0%	0.2%	-2	-10%	-2%	-7
CCn1cc(C(=O)NCc2ccc(Cl)cc2)c(=O)c2cc(S(=O)(=O)N3CCc4ccccc4C3)ccc21	7	1	-2	-2%	1.9%	2	-8%	-2%	-3
CC(C)C(=O)Nc1ccc(NC(=O)c2ccc3c(c2)OCO3)cc1	-10	-1	12	0%	4.8%	-10	5%	1%	0
CC1CCOC2(O1)C(=O)N(CN1CCN(c3cccc(Cl)c3)CC1)c1ccccc12 (configuration not stated)	-12	3	-6	-12%	2.8%	-15	4%	-1%	3
Fc1ccccc1NC(=S)N1CCN(c2ccccn2)CC1	7	4	-10	1%	-0.5%	0	-4%	-3%	-2
CNC(=O)c1c(NC(=O)CCS(=O)(=O)c2ccccc2)sc(C)c1C	-5	1	-1	2%	1.4%	6	-6%	-3%	2
Cc1ccc(CNC(=O)Cc2c(C(=O)O)c(C)cn2C)cc1	-9	3	-21	-4%	-0.5%	3	5%	-2%	0
CCN(C(=O)Cn1nnc(-c2ccccc2)n1)C1CCS(=O)(=O)C1 (configuration not stated)	-2	3	15	-1%	1.3%	9	6%	-2%	-2
O=C(Nc1ccccc1)c1c(F)cccc1F	/	-2	11	2%	-0.6%	-3	-5%	0%	-14
O=C(Cn1nc(-c2ccc(Cl)cc2)ccc1=O)NCc1ccccc1Cl	-2	-5	-16	1%	1.9%	-1	1%	-5%	1
CC(C)(C)OC(=O)N[C@@H](COCc1ccccc1)C(=O)N[C@@H](CO)[C@H](O)[C@@H]1C[C@@H]1C(=O)NC1CC1	5	2	-3	0%	-1.6%	-1	4%	-5%	-3
Cc1ccc(CSC2=Nc3ccccc3C3=NC(CCC(=O)NCc4ccco4)C(=O)N23)cc1 (configuration not stated)	1	2	10	-4%	2.2%	-6	-5%	-6%	-10
O=C(NC1CCCC1)c1cc(-c2ccccc2O)on1	-6	0	-2	-9%	-0.7%	-5	-29%	3%	-11

Single records (already shown). Values in the order: D2 potentiator | D1 agonist | D1 antag | Vif-APOBEC3G blk | RXFP1 ag | D1 potentiator | Vif-APOBEC3F blk | Glioma ERSR ind | LDHA block
Profile of CCOC(=O)N1CCC(NCCNC(=O)c2ccc(F)cc2)CC1 = -25 | 2 | -22 | -4% | -0.6% | -2 | -2% | -3% | 0
Profile of O=C(NC1CCCC1)c1cc(-c2ccccc2O)on1 = -6 | 0 | -2 | -9% | -0.7% | -5 | -29% | 3% | -11

Single values from above.
`CC1CCOC2(O1)C(=O)N(CN1CCN(c3cccc(Cl)c3)CC1)c1ccccc12` (configuration not stated) | D1 potentiator: -15
`Cc1ccc(CNC(=O)Cc2c(C(=O)O)c(C)cn2C)cc1` | LDHA block: 0

A different layout for some results above:
Structure,D2 potentiator,D1 agonist,D1 antag,Vif-APOBEC3G blk,RXFP1 ag,D1 potentiator,Vif-APOBEC3F blk,Glioma ERSR ind,LDHA block
CC1CCOC2(O1)C(=O)N(CN1CCN(c3cccc(Cl)c3)CC1)c1ccccc12 (configuration not stated),-12,3,-6,-12%,2.8%,-15,4%,-1%,3
Fc1ccccc1NC(=S)N1CCN(c2ccccn2)CC1,7,4,-10,1%,-0.5%,0,-4%,-3%,-2
CNC(=O)c1c(NC(=O)CCS(=O)(=O)c2ccccc2)sc(C)c1C,-5,1,-1,2%,1.4%,6,-6%,-3%,2
Cc1ccc(CNC(=O)Cc2c(C(=O)O)c(C)cn2C)cc1,-9,3,-21,-4%,-0.5%,3,5%,-2%,0

Source: PubChem BioAssay (National Center for Advancing Translational Sciences (NCATS))
